PI4K2A block: PI4K2A (human) kinase inhibition; Q9BTU6; purified PI4K2A, ADP-Glo luminescence, 1 h; stronger effect = lower value; activity change, negative = inhibition, % at 76.9 µM; hit rate 0.13% among 420,000; AID 1346378; in the data active means activity change below about -50%; inconclusive means mostly about -30% to -49%;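 further: -100% = wells without enzyme as full effect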
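In this quantitative HTS, ADP production by PI4K2A was quantified luminescently after 1 h at ambient temperature; 100 microM adenosine served as plate-quality control.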
G9a inh: blocks human histone lysine methyltransferase G9a. Q96KQ7. AID 504332. hit rate 8.8% among 350,000. G9a H3K9 monomethylation, AlphaScreen, 2 h. Potency, µM (doses to about 102 µM), for the others: at the highest dose activity, negative = inhibition, hits mostly inhibitors; further: potency means the concentration at half of the fitted maximal effect; on the % scale 0 is the no-effect control and ±100 the full control effect; nearly all actives have a fitted effect of over 75% in size
Target sequence (Q96KQ7 913-1193 limits assumed): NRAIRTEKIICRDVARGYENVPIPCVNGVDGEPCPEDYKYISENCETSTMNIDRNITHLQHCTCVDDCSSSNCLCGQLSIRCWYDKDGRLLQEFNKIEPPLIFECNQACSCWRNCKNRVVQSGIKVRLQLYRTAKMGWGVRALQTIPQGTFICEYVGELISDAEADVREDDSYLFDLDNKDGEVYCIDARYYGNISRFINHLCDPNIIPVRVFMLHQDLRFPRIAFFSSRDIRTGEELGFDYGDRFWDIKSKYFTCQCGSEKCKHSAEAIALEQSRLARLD
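Readings reflect AlphaScreen signal from monomethyl-H3K9 antibody detection. HMT at 20 nM; substrate b-H3K9 500 nM; cofactor SAM 20 uM; 2 h RT reaction; compounds tested as titrations in qHTS with 15 min preincubation.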
HP1b chromo inh: blocks HP1-beta chromodomain binding to methylated histone tails; AlphaScreen HP1-beta / biotin-H3K9me3 peptide binding; AID 540317; hit rate 0.56% among 390,000; Potency, µM (highest dose often 114 µM), for inactives: top-dose activity change, negative = inhibition, most hits filed as inhibitors; P83916; further: potency means the concentration at half of the fitted maximal effect; nearly all actives have a fitted effect of over 70% in size; inactives centre near 23
Target sequence (P83916 whole entry, looked up): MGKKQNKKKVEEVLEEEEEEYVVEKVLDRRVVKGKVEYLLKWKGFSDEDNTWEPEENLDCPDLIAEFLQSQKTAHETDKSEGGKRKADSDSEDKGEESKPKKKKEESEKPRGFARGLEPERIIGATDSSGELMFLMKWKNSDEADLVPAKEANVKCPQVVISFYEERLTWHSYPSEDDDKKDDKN
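AlphaScreen: HP1-beta (50 nM) preformed 30 min with biotin-H3(1-18)K9me3 peptide (50 nM) in PBS pH 7.4, 0.01% Tween-20. Compound added for 30 min at RT, then streptavidin donor/nickel chelate acceptor beads (10 ug/mL) for 30 min.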
JMJD2A Tudor: inhibitors of human JMJD2A Tudor domain; AlphaScreen JMJD2A-Tudor / H3K4me3 peptide binding; Potency, µM (top dose mostly 114 µM), for inactives: at the top dose activity change, negative = inhibition, actives largely listed as inhibitors; hit rate 4.4% among 390,000; AID 504339; further: potency means the concentration at half of the fitted maximal effect; on the % scale 0 is the no-effect control and ±100 the full control effect; nearly all actives have a fitted effect of over 50% in size
Pin1 inh: inhibitors of human Pin1. Pin1 FP peptide displacement, HiFluor488, 10 min. Potency, µM (doses to about 115 µM), for inactives: top-dose activity, negative = inhibition, actives largely listed as inhibitors. hit rate 0.009% among 390,000. AID 504891; active means well fitted inhibition curve with a large enough effect in the polarisation, with a control signal flat, not every such curve was filed as active; inconclusive means small, poorly fitted or top-dose-only effect, or effect the other way, or a change in a side signal; inactive means no such curve, though single readings can be large or run the other way; the % refers to the polarisation; further: potency means the concentration at half of the fitted maximal effect; on the % scale 0 is the no-effect control and ±100 the full control effect
PGK inhibitor: inhibitors of T. brucei phosphoglycerate kinase. P07378. PGK/GAPDH coupled, Kinase-Glo luminescence, 60 min. AID 602233. Potency, µM (series often up to 57.5 µM), inactives show top-dose activity change, negative = inhibition, actives largely listed as inhibitors. hit rate 0.043% among 380,000; further: potency means the concentration at half of the fitted maximal effect; on the % scale 0 is the no-effect control and ±100 the full control effect; nearly all actives have a fitted effect of over 60% in size
Target sequence (P07378 whole entry, looked up): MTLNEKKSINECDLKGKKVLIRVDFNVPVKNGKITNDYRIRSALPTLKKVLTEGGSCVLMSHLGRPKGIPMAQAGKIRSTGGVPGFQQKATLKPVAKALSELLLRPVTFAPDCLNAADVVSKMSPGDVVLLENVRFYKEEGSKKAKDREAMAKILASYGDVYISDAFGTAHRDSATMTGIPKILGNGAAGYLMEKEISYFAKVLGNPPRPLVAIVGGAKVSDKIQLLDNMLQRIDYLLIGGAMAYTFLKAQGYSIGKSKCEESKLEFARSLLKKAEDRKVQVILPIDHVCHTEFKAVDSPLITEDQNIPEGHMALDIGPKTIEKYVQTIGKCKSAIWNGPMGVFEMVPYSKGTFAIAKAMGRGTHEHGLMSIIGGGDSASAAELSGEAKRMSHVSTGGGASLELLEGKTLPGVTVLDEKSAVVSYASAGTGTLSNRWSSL
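Luminescent ATP detection (Kinase-Glo Plus) follows a 60-minute room-temperature incubation, with wells lacking PGK as controls. Buffer: 100 mM TEA (pH 7.6), 5 mM MgCl2, 0.01% Tween-20. Coupling enzyme GAPDH (100 nM final) supplies unstable 1,3-BPG in-well.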
Pol eta inh: inhibitors of human DNA polymerase eta; Potency, µM (titrated, usually from 114 µM), without a hit: top-dose activity change, negative = inhibition, hits mostly inhibitors; Q9Y253; recombinant Pol eta, fluorescent DNA replication assay; AID 588591; hit rate 1.2% among 390,000; further: potency means the concentration at half of the fitted maximal effect; on the % scale 0 is the no-effect control and ±100 the full control effect
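Pol eta (10 nM) was preincubated with compounds for 15 min at room temperature, after which fluorescent replication substrate (50 nM final) was added to start the reaction. Fluorescence was read kinetically at 0 and 10 min.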
GLS inhibitor: glutaminase GLS (human) inhibition; Potency, µM (highest dose often 45.5 µM), for the others: top-dose activity change, negative = inhibition, actives largely listed as inhibitors; hit rate 0.21% among 410,000; GLS enzymatic activity, qHTS titration; further: potency means the concentration at half of the fitted maximal effect; on the % scale 0 is the no-effect control and ±100 the full control effect
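hKGA; 45 mM KH2PO4 pH 8.2 + 0.02% Tween-20; cpd via pin tool; 1 mM Gln soln; GluOx/HRP/Amplex Red; RT 30 min; fluor. t0 & final.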
BAZ2B inh: BAZ2B (human) inhibition; Q9UIF8; AlphaScreen BAZ2B-H3K14Ac peptide displacement; Potency, µM (highest dose often 114 µM), for inactives: top-dose activity change, negative = inhibition, usual class: inhibitors; hit rate 4.4% among 360,000; AID 504333; further: potency means the concentration at half of the fitted maximal effect; on the % scale 0 is the no-effect control and ±100 the full control effect; nearly all actives have a fitted effect of over 60% in size
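AlphaScreen luminescence quantifies BAZ2B engagement of H3K14Ac peptide; the protein and biotinylated peptide are both at 50 nM final, buffer PBS pH 7.4 with 0.01% Tween-20, all steps at room temperature.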
An asterisk follows results filed as active; i = inactive; ? = inconclusive; / = no result given; & = joins results of further samples; [ ] = dose if it differs, or a comment. Unless noted, the call rests on the fitted dose curve; in most records, active means well fitted curve in the direction sought with a large enough effect; inconclusive means small, poorly fitted or top-dose-only effect, or another doubt; inactive means no such curve, though single readings can be large; an effect the other way counts as inactive or inconclusive. Some of the compounds tested (hit frequency here may not be typical).

HP1b chromo inh,PI4K2A block,BAZ2B inh,PGK inhibitor,Pin1 inh,Pol eta inh,JMJD2A Tudor,G9a inh,GLS inhibitor,SMILES
17.7%,2.8,/,-2.3%,-2.2%,-21.3%,-21.2%,/,13.7%,CC1CCCC(NC(=O)COC(=O)[C@@H](NC(=O)c2ccc(F)cc2)C(C)C)C1C (stereo not given in full)
-22.1%,6.8,-11.9%,-7.3%,2.3%,-17.5%,-18.7%,8.2%[59 µM],-5.5%,Cc1nn(C)c2c1c(-c1ccccc1)cc(=O)n2C(C)C(=O)NCCc1ccc(Cl)cc1 (stereo not given)
13.6%,-75.4*,-2.7%,-9.6%,0.3%,-6.7%,-15.6%,-35.8%[59 µM],28.7%,CCOC(=O)Cc1nnc(Nc2ccc(C)cc2)c2ccccc12
41.0%[activator],4.6,5.3%,-4.6%,4.4%,-2.6%,-13.0%,?,-19.4%,COc1cc2ccccc2cc1C(=O)N1CCc2ccccc21
23.8%,0.4,3.2%,6.6%,6.3%,-11.3%,6.9%,10.1%,-2.5%,COc1cc(C(F)(F)F)c(C(=O)N(C)Cc2cccc(Cl)c2)cn1
15.8%,0.6,-6.3%,-0.2%,2.3%,2.0%,-29.2%,16.5%,0.0%,COc1ccc(-c2cc(C(=O)N/N=C/c3cccnc3)c3cc(C)cc(C)c3n2)cc1
26.4%,-2.3,?,3.7%,-4.0%,-19.6%,?,1.4%[59 µM],3.8%,CCCCC(c1nnnn1CC1CCCO1)N1CCN(c2cc(Cl)ccc2C)CC1 (stereo not given)
32.2%,-7.3,-0.7%,-7.6%,2.1%,3.8%,-10.7%,30.8%[activator],0.8%,Cc1c(C)c2ccc(OCC(=O)Nc3ccccn3)cc2oc1=O
28.2%,1.5,-21.1%,0.0%,1.6%,-4.2%,-17.6%,-11.9%,-6.9%,O=C(/C=C/c1ccc(F)cc1)NC(=S)Nc1ccccc1O
30.9%,6.3,4.6%,i,-0.8%,-2.9%,-7.4%,39.8µM*,2.5%,COCCN(C(=O)CN1CCc2ccccc2C1)c1c(N)n(Cc2ccccc2)c(=O)[nH]c1=O
30.9%,1.6,-1.7%,-4.5%,-0.8%,-3.6%,-13.9%,4.4%,1.5%,O=C1c2ccccc2C(=O)N1CCCCN(C(=O)c1cc2ccccc2oc1=O)c1ccc(Cl)cc1
26.9%,-3.5,-18.1%,8.6%,-0.3%,1.5%,7.4%,11.3%,-1.9%,Cc1cccc(NC(=O)c2ccc(N3C(=O)C4CCCCC4C3=O)cc2)c1C (stereo not given)
32.7%[activator],3.8,8.9%,-5.2%,?,-8.7%,-17.2%,3.2%,-10.3%,COc1ccc2cc3c(N)nn(C(=O)Cc4ccccc4OC)c3nc2c1
29.2%,2.6,8.0%,5.7%,-0.6%,1.1%,-6.7%,7.3%,12.0%,COc1ccc(OCc2nnc(SCC(=O)N3C(C)CCCC3C)o2)cc1 (stereo not given)
40.4%[activator],-3.4,9.8%,5.9%,1.5%,-13.1%,-12.7%,-12.5%[2.33 µM],0.8%,CC(C)C[C@@]12C(=O)N(c3cccc(F)c3)C(=O)N1[C@H](c1ccc(Br)cc1)[C@@H]1C(=O)N(C(C)(C)C)C(=O)[C@@H]12
?,6.4,4.47µM*,-3.6%,13.3%&3.3%,-11.8%,4.47µM*,?,-2.6%,COc1cc(OC)c2c(-c3ccccc3)cc(=O)oc2c1C(CCN1CCN(c2ccccc2)CC1)c1ccc(N(C)C)cc1 (stereo not given)
14.4%,-4.6,-17.8%,-0.1%,-0.9%,-17.5%,-8.7%,-28.7%,3.8%,CC(C)[C@H](NC(=O)c1ccccc1)C(=O)OCC(=O)NCc1ccc(F)cc1
20.3%,-3.6,-1.8%,-3.1%,-14.4%,-9.3%,0.0%,28.5%,-1.5%,O=C(NCCc1ccccc1)c1ccc(CS(=O)(=O)Cc2ccc(F)cc2)o1
39.6%,-7.3,-18.3%,-7.3%,7.5%,-20.0%,-19.2%,?,-3.4%,Cc1cccc(N2CCN(C(=O)c3ccc4c(c3)N(Cc3cccc(Cl)c3)C(=O)c3ccccc3S4=O)CC2C)c1 (stereo not given)
56.2%[activator],-0.6,/,1.7%,-1.3%,-12.9%,4.1%,?,16.4%,O=C(O)C/C=C(/NC(=O)OCc1ccccc1)C(=O)OCc1ccccc1
1.3%,-3.3,0.5%,i,-9.9%,-1.5%,-6.3%,/,6.3%,Cn1c(=O)c(=O)n(C)c2cc(S(=O)(=O)NCCN3CCN(c4ccccc4F)CC3)ccc21
0.8%,5.0,/,0.2%,-12.0%,-12.3%,-24.5%,/,7.0%,CC(C)c1ccc2c(c1)C(N1CCN(C)CC1)Cc1cccnc1S2 (stereo not given)
9.4%,-4.6,31.4%,-9.0%,-2.1%,-9.2%,-11.2%,-8.8%,9.7%,Cc1ccc(C)c(N2CCN(C(=O)CN(C)S(=O)(=O)c3cnc[nH]3)CC2)c1
?,0.4,-5.6%,2.7%,0.9%,-40.5%,-9.0%,-3.7%,4.5%,O=C(CN1CCCCCCC1)NC(=O)NC1CCCCC1
14.0%,0.1,17.9%,-0.9%,-2.3%,-1.9%,-11.8%,28.3%[59 µM],8.7%,COc1ccc(C(=O)Nc2cccc(C(C)=O)c2)cc1S(=O)(=O)N1CCOCC1
55.2%[activator],3.8,-28.3%,-4.1%,2.9%,-17.2%,-0.3%,?,2.8%,CCOc1ccccc1CNC(=O)Cn1ncn2nc(-c3cccs3)cc2c1=O
33.6%[activator],0.3,13.5%,i,-3.1%,-1.5%,-4.2%,-9.5%[59 µM],-4.7%,Cn1cc(S(=O)(=O)N2CCN(c3ccccc3F)CC2)c(=O)n(C)c1=O
10.4%,-1.1,2.4%,-6.8%,-4.3%,-4.4%,-29.2%,-4.7%[59 µM],-10.5%,Cc1cccc(-c2nc3c(c(SCC(=O)N4CCOCC4)n2)CCCC3)c1
9.5%[57 µM],-2.8,-13.4%[57.1 µM],i,-0.5%,-7.4%,-10.5%,20.9%,-0.1%,O=C(Nc1cccc(-n2cnnn2)c1)c1cccnc1
15.4%,-9.4,-12.6%,-7.2%,-4.7%,-16.5%,28.0%,37.7%[activator],10.8%,O=C(C1CCN(c2ncnc3c2nc2n3CCCCC2)CC1)N1CCCCC1
67.9%[activator],3.0,?,-2.1%,1.5%,6.3%,-15.3%[57.1 µM],-3.9%[59 µM],1.3%,CC(C)C12CN3CC(C(C)C)(CN(C1)C3c1ccccc1O)C2=O (stereo not given)
17.6%,-2.4,-9.4%,1.4%,-0.3%,-13.6%,-9.3%,-41.6%[59 µM],6.9%,CCOC(=O)N1CCN(C2CC(=O)N(c3ccc(Oc4ccccc4)cc3)C2=O)CC1 (stereo not given)
-22.3%,-3.0,0.7%,/,2.8%,-5.0%,28.2µM*,-7.5%[59 µM],8.3%,O=c1c2ccccc2[nH]c(=S)n1Cc1cccnc1
?,-4.4,-32.4%,-2.1%,-1.6%,?,20µM*,?,13.9%,O=C(NCC1CC1)c1ccc(Nc2nc3ccc(Br)cc3[nH]2)cc1
23.5%,5.6,3.9%,-9.2%,-2.7%,-14.7%,4.9%,-1.1%[59 µM],-10.2%,Cc1ccc(NC(=O)C2CCN(c3nc4ccccc4nc3C(F)(F)F)CC2)cc1F
12.6%,5.0,80.3%[activator],4.0%,-5.9%,-14.4%,-7.6%[11.4 µM],63.2%[activator][59 µM],45.0%[activator],CCC(=O)c1ccc(OCCSc2ncccn2)cc1
25.7%,-3.2,1.7%,1.5%,4.4%,-21.7%,-0.7%,10.4%[0.501 µM],-7.2%,COc1ccccc1NS(=O)(=O)c1cccc(C(=O)N2CC(C)OC(C)C2)c1 (stereo not given)
24.6%,-5.9,28.3%,5.8%,-6.6%,-0.2%,-19.4%,-11.5%,2.1%,O=C(O)CNC(=O)c1ccccc1F
-4.3%,-1.3,-2.6%,-1.8%,26.0%,-6.5%,-22.7%,?,-15.8%,Cc1cccc2cc(CN(Cc3nnnn3Cc3ccco3)C3CCCC3)c3nnnn3c12
12.2%,-3.4,-12.5%,12.1%,11.3%,?,-17.7%,?,13.6%,O=c1c2ccccc2nc(-c2cccs2)n1-c1cccc2ccccc12
32.9%,4.4,-30.4%,5.9%,0.0%,-14.8%,-17.6%,23.2%[59 µM],13.4%,COc1ccc(OCc2cccc(C(=O)NN)c2)cc1
38.9%[activator],0.4,-11.6%,-2.8%,?,-23.8%,3.4%,-3.0%,-2.5%,O=C(Nc1cn(-c2ccccc2)nc1-c1ccc(Cl)cc1)c1ccccc1
7.1%,-12.7,-0.9%,-25.1%,-0.5%,1.6%,-19.5%,?,34.5%[activator],O=C(/C=C/Nc1ccc(F)cc1)c1ccco1

Given field by field: 2 of the compounds above
CCC(=O)c1ccc(OCCSc2ncccn2)cc1
  HP1b chromo inh: 12.6%
  PI4K2A block: 5.0
  BAZ2B inh: 80.3%[activator]
  PGK inhibitor: 4.0%
  Pin1 inh: -5.9%
  Pol eta inh: -14.4%
  JMJD2A Tudor: -7.6%[11.4 µM]
  G9a inh: 63.2%[activator][59 µM]
  GLS inhibitor: 45.0%[activator]

COc1ccccc1NS(=O)(=O)c1cccc(C(=O)N2CC(C)OC(C)C2)c1 (stereo not given)
  HP1b chromo inh: 25.7%
  PI4K2A block: -3.2
  BAZ2B inh: 1.7%
  PGK inhibitor: 1.5%
  Pin1 inh: 4.4%
  Pol eta inh: -21.7%
  JMJD2A Tudor: -0.7%
  G9a inh: 10.4%[0.501 µM]
  GLS inhibitor: -7.2%

Compound activity (PubChem)
